Pin1 inh – blocks the human prolyl isomerase Pin1; actives 0.009% (n = 390,000); Potency, µM (doses to about 115 µM), for the others: at the highest dose activity, negative = inhibition, hits mostly inhibitors; Q13526; Pin1 FP peptide displacement, HiFluor488, 10 min; AID 504891; active = well fitted inhibition curve with a large enough effect in the polarisation, with a control signal flat, not every such curve was filed as active; inconclusive = small, poorly fitted or top-dose-only effect, or effect the other way, or a change in a side signal; inactive = no such curve, though single readings can be large or run the other way; the % refers to the polarisation; note: % is set by controls: 0 for no effect and ±100 for the full control effect
Target sequence (Q13526 whole entry, looked up): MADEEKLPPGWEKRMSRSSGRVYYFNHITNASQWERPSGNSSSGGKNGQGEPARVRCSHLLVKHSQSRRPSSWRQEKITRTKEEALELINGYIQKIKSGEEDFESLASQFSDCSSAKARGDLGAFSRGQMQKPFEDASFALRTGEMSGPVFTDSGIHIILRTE
BAZ2B block – BAZ2B (human) inhibition | AlphaScreen BAZ2B-H3K14Ac peptide displacement | Potency, µM (titrated, usually from 114 µM), inactives show at the top dose activity change, negative = inhibition, hits mostly inhibitors | actives 4.4% (n = 360,000) | AID 504333; note: % is set by controls: 0 for no effect and ±100 for the full control effect; nearly all actives have a fitted effect of over 60% in size
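AlphaScreen luminescence quantifies BAZ2B engagement of H3K14Ac peptide; the protein and biotinylated peptide are both at 50 nM final, buffer PBS pH 7.4 with 0.01% Tween-20, all steps at room temperature.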
Pol iota inh – blocks human DNA polymerase iota activity. AID 588590. Q9UNA4. Pol iota fluorescent replication assay, 10 min. Potency, µM (titrated, usually from 115 µM), for the others: at the top dose activity, negative = inhibition, actives largely listed as inhibitors. actives 1% (n = 390,000)
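Fluorescent replication assay read twice, at 0 min and 10 min after adding 50 nM (final) substrate. Enzyme (10 nM) and compounds were first incubated 15 min at room temperature; enzyme-free buffer wells were negative controls.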
HP1b chromo inh – blocks HP1-beta chromodomain binding to methylated histone tails. P83916. AlphaScreen HP1-beta / biotin-H3K9me3 peptide binding. Potency, µM (series often up to 114 µM), inactives show at the top dose activity change, negative = inhibition, usual class: inhibitors. actives 0.56% (n = 390,000). AID 540317; note: nearly all actives have a fitted effect of over 70% in size; inactives centre near 23
Target sequence (P83916 whole entry, looked up): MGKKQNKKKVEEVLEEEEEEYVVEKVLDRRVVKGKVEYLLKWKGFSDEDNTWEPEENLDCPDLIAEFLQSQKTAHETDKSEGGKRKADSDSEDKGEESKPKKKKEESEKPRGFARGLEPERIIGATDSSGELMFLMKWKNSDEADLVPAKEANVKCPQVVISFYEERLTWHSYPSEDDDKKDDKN
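HP1-beta protein (50 nM final) preincubated 30 min at room temperature with biotinylated H3(1-18)K9me3 peptide (50 nM) in PBS pH 7.4, 0.01% Tween-20, then compound added for 30 min. AlphaScreen streptavidin donor/nickel chelate acceptor beads (10 ug/mL final), 30 min dark, luminescence read.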
BLM helicase inh – inhibitors of human Bloom syndrome helicase BLM. recombinant BLM DNA unwinding, fluorescence dequenching. Potency, µM (series often up to 56.1 µM), for the others: top-dose activity change, negative = inhibition, most hits filed as inhibitors. actives 0.2% (n = 350,000). P54132;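 note: plate controls were vehicle for no effect and no enzyme for full effect; nearly all actives have a fitted effect of over 35% in size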
JMJD2A Tudor – inhibitors of human JMJD2A Tudor domain; O75164; Potency, µM (doses to about 114 µM), inactives show top-dose activity change, negative = inhibition, hits mostly inhibitors; AlphaScreen JMJD2A-Tudor / H3K4me3 peptide binding; actives 4.4% (n = 390,000); note: % is set by controls: 0 for no effect and ±100 for the full control effect; nearly all actives have a fitted effect of over 50% in size
G9a inh – G9a (human) methyltransferase inhibition; Q96KQ7; G9a H3K9 monomethylation, AlphaScreen, 2 h; Potency, µM (series often up to 102 µM), without a hit: at the highest dose activity, negative = inhibition, most hits filed as inhibitors; actives 8.8% (n = 350,000); AID 504332; note: % is set by controls: 0 for no effect and ±100 for the full control effect; nearly all actives have a fitted effect of over 75% in size
Target sequence (Q96KQ7 913-1193 limits assumed): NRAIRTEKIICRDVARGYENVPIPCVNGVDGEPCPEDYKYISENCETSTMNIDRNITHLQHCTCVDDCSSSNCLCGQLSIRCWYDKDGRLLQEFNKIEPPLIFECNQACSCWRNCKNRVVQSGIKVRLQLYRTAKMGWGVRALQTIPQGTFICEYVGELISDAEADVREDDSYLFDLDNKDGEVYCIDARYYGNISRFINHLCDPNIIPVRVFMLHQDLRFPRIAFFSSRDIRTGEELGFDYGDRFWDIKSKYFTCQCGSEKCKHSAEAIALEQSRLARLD
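Step 1: enzyme (final 20 nM) with compound, 15 min RT. Step 2: substrate peptide 500 nM and SAM 20 uM, 2 h RT. Step 3: anti-H3K9me1 antibody and AlphaScreen beads, 10 min, then plate read.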
GLS inhibitor – inhibitors of human glutaminase (GLS); O94925; GLS enzymatic activity, qHTS titration; Potency, µM (top dose mostly 45.5 µM), for the others: top-dose activity change, negative = inhibition, hits mostly inhibitors; actives 0.21% (n = 410,000); AID 624170; note: % is set by controls: 0 for no effect and ±100 for the full control effect
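hKGA in 45 mM KH2PO4 pH 8.2, 0.02% Tween-20 with pin-transferred compounds; 1 mM L-glutamine (stock) plus glutamate oxidase/HRP/Amplex Red coupling added. Fluorescence read initially and after 30 min at RT.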
Tb PGK inh – blocks T. brucei phosphoglycerate kinase | actives 0.043% (n = 380,000) | Potency, µM (top dose mostly 57.5 µM), inactives show at the top dose activity change, negative = inhibition, actives largely listed as inhibitors | PGK/GAPDH coupled, Kinase-Glo luminescence, 60 min; note: % is set by controls: 0 for no effect and ±100 for the full control effect; nearly all actives have a fitted effect of over 60% in size
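Luminescent ATP detection (Kinase-Glo Plus) follows a 60-minute room-temperature incubation, with wells lacking PGK as controls. Buffer: 100 mM TEA (pH 7.6), 5 mM MgCl2, 0.01% Tween-20. Coupling enzyme GAPDH (100 nM final) supplies unstable 1,3-BPG in-well.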
* hit, by the source's call; i = inactive; ? = inconclusive; . = not tested or not shown; [ ] = remark or other dose. Unless noted, calls come from the whole dose curve; as a rule, active = well fitted curve in the direction sought with a large enough effect; inconclusive = small, poorly fitted or top-dose-only effect, or another doubt; inactive = no such curve, though single readings can be large; an effect the other way counts as inactive or inconclusive. Potency is the fitted concentration of half-maximal effect. A portion of the library; count on the stated rates, not on these rows.

SMILES	Pin1 inh	BAZ2B block	Pol iota inh	HP1b chromo inh	BLM helicase inh	JMJD2A Tudor	G9a inh	GLS inhibitor	Tb PGK inh
Cc1c(C(=O)N2CCC(C)CC2)cccc1[N+](=O)[O-]	2%	-6%	113%[activator]	46%[activator]	0%	-6%	-32%	1%	-6%
COc1ccc(C(=O)N/C(=C\c2ccc3c(c2)OCO3)C(=O)Nc2ccc(C(=O)O)cc2)cc1	1%	-18%	63%[activator]	22%	-1%	-7%	-2%	4%	4%
Cc1ccc(S(=O)(=O)N(C)C)cc1NC(=O)COC(=O)CCC1CCCCC1	-18%	13%	2%	-12%	.	-21%	11%	-1%	-3%
O=C(NCCc1ccccc1Cl)C1CCN(S(=O)(=O)c2cccs2)CC1	-2%	23%	?	16%	4%	-10%	-53%[2.33 µM]	1%	-2%[11.5 µM]
Cc1ccc(C(=O)OCC(=O)c2cc(C)n(CC3CCCO3)c2C)cc1 (configuration not stated)	6%	?	78%[activator]	-11%	-11%	-27%	-12%[59 µM]	2%	-7%
CCOC(=O)c1ccc(Oc2nc(NC)nc(OC)n2)cc1	-11%	-2%	?	19%	-1%	-1%	12%[12.7 µM]	0%	0%
Cc1cc2c(c(=O)n1Cc1cccnc1)C(c1ccc(F)cc1)C(C#N)=C(N)O2 (configuration not stated)	0%	-11%	9%	57%[activator]	0%	-5%	1%	12%	-10%
Cc1ccc2[nH]c(=O)c(CN(CC3CCCO3)C(=S)NCc3ccco3)cc2c1 (configuration not stated)	4%	-38%	18%	6%	2%	-9%	-8%[59 µM]	-2%	-1%
CC(=O)c1sc(NC(=O)c2cnc(Cl)c(Cl)c2)nc1C	30%	-12%	151%[activator]	1%	0%	-17%	-7%	-4%	-9%
CCOc1ccc(C2C(C(=O)Nc3ccc(OC)cc3)=C(C)Nc3nc(SCc4ccc(Cl)cc4)nn32)cc1 (configuration not stated)	2%	32%[activator]	-2%	47%[activator]	0%	4%	10%[59 µM]	0%	-12%
Cc1ccc2oc(C(=O)N3CCN(Cc4ncccc4C)CC3)c(C)c2c1	1%	0%	14%	30%	-2%	-32%	49%	-6%	-11%
COCCOCC(O)CN1CCN(c2ccccc2)CC1 (configuration not stated)	5%	50µM*	?	-26%	-9%	13µM*	?	39%[activator]	-15%
O=C(C1CC1)N1CCC(c2nc(-c3ccc(S(=O)(=O)N4CCCC4)cc3)no2)CC1	-1%	?	19%	25%	-3%	-4%	0%	-1%	.
CC(C)(C)NC(=O)NC(=O)CN1CCN(c2ccc(O)cc2)CC1	-3%	-27%	8%	?	-5%	22µM*	3.2µM*	?	-3%
COc1cccc(CNC(=O)C2CCN(S(=O)(=O)N3CCCCC3)CC2)c1	2%	2%	9%	22%	-1%	-6%	-24%	-3%	-7%

Single records, as listed above.
Shown for Cc1ccc2[nH]c(=O)c(CN(CC3CCCO3)C(=S)NCc3ccco3)cc2c1 (configuration not stated) → Pin1 inh: 4%; BAZ2B block: -38%; Pol iota inh: 18%; HP1b chromo inh: 6%; BLM helicase inh: 2%; JMJD2A Tudor: -9%; G9a inh: -8%[59 µM]; GLS inhibitor: -2%; Tb PGK inh: -1%
Shown for Cc1cc2c(c(=O)n1Cc1cccnc1)C(c1ccc(F)cc1)C(C#N)=C(N)O2 (configuration not stated) → Pin1 inh: 0%; BAZ2B block: -11%; Pol iota inh: 9%; HP1b chromo inh: 57%[activator]; BLM helicase inh: 0%; JMJD2A Tudor: -5%; G9a inh: 1%; GLS inhibitor: 12%; Tb PGK inh: -10%
Shown for O=C(NCCc1ccccc1Cl)C1CCN(S(=O)(=O)c2cccs2)CC1 → Pin1 inh: -2%; BAZ2B block: 23%; Pol iota inh: ?; HP1b chromo inh: 16%; BLM helicase inh: 4%; JMJD2A Tudor: -10%; G9a inh: -53%[2.33 µM]; GLS inhibitor: 1%; Tb PGK inh: -2%[11.5 µM]

Other records.
SMILES	Pin1 inh	BAZ2B block	Pol iota inh	HP1b chromo inh	BLM helicase inh	JMJD2A Tudor	G9a inh	GLS inhibitor	Tb PGK inh
Cc1ccc(N(C(=O)CS(=O)CC(=O)Nc2ccc(F)cc2)C(C(=O)NC2CCCCC2)c2ccco2)cc1 (configuration not stated)	1%	-21%	6%	16%	-1%	1%	4%[59 µM]	3%	1%
CC(NC(=O)C1CCCN(S(=O)(=O)c2cnc[nH]2)C1)c1ccccc1 (configuration not stated)	0%	-6%	29%	32%	0%	-10%	15%	1%	3%
OCCC1CN(Cc2ccc3c(c2)CCO3)CCN1C1CCCC1 (configuration not stated)	-1%	-18%	23%	16%	1%	-22%	.	9%	5%
Cc1cc(C)c(NC(=O)C2CCN(S(=O)(=O)c3c(C)noc3/C=C/c3ccccc3F)CC2)c(C)c1	2%	-1%	1%	20%[57 µM]	-7%	-12%	12%[59 µM]	8%	12%
COc1ccc(-c2nc3ncccn3c2Br)cc1	0%	9%	0%	31%	0%	-9%	3%	8%	2%
CCC(C)n1c(=O)c2sccc2n2c(CCCC(=O)Nc3ccc(F)cc3)nnc12 (configuration not stated)	-1%	-15%	-7%	18%	0%	-11%	-5%[59 µM]	2%	4%
O=C(COc1ccccc1)NNC1=NS(=O)(=O)c2ccccc21	1%	.	40%[activator]	37%	-1%	-11%	45µM*	5%	i
CCOc1ccc(CNC(=O)c2ccc(NC(=O)N3CCSc4ncccc43)cc2)cc1OC	2%	-18%	27%	34%	-1%	-1%	-9%[59 µM]	0%	i
O=C(COc1cccc2cccnc12)Nc1nccs1	0%	-30%	21%	14%	-16%	?	-14%[59 µM]	3%	-3%
CCc1cccc(NC(=O)C2Cc3ccccc3N2C(=O)c2ccccc2)c1 (configuration not stated)	8%	3%	-7%	29%	1%	-16%	49%[59 µM]	2%	i
O=C(NCc1ccc2c(c1)OCO2)C(=O)NCC1OCCN1S(=O)(=O)c1ccc(Br)cc1 (configuration not stated)	19%	1%	15%	39%	-4%	-11%	40%	-3%	i
COc1ccccc1Nc1nc(N)nc(CSCCO)n1	-1%	-4%	23%	51%[activator]	1%	6%	10%[12.7 µM]	1%	4%
COc1ccc(-c2ccc(-c3nnc(Cc4ccc(OC)c(OC)c4)o3)cc2)cc1	1%	7%	4%	15%	-9%	-21%	1%	1%	0%
CCN(c1ccccc1)S(=O)(=O)c1cc(C(=O)Nc2ccccc2Cl)ccc1F	7%	7%	-3%	61%[activator]	-8%	-1%	50%[activator][59 µM]	7%	-10%
NC(=O)c1cnn2c1NC(c1ccc(F)cc1)CC2C(F)(F)F (configuration not stated)	-2%	-2%	11%	8%	2%	-11%	-42%[12.7 µM]	2%	-3%

3 structures already listed, ordered by SMILES length, highest first.
SMILES	Pin1 inh	BAZ2B block	Pol iota inh	HP1b chromo inh	BLM helicase inh	JMJD2A Tudor	G9a inh	GLS inhibitor	Tb PGK inh
Cc1cc(C)c(NC(=O)C2CCN(S(=O)(=O)c3c(C)noc3/C=C/c3ccccc3F)CC2)c(C)c1	2%	-1%	1%	20%[57 µM]	-7%	-12%	12%[59 µM]	8%	12%
CCC(C)n1c(=O)c2sccc2n2c(CCCC(=O)Nc3ccc(F)cc3)nnc12 (configuration not stated)	-1%	-15%	-7%	18%	0%	-11%	-5%[59 µM]	2%	4%
O=C(COc1ccccc1)NNC1=NS(=O)(=O)c2ccccc21	1%	.	40%[activator]	37%	-1%	-11%	45µM*	5%	i

Additional structures follow.
SMILES	Pin1 inh	BAZ2B block	Pol iota inh	HP1b chromo inh	BLM helicase inh	JMJD2A Tudor	G9a inh	GLS inhibitor	Tb PGK inh
CCOC(=O)c1c(C)c2c(n1C)CCC/C2=N\O	-3%	-26%	4%	-18%	0%	-21%	-27%	-10%	-29%
CCCNC(=O)CN1C(=O)NC(Cc2c[nH]c3ccccc23)C1=O (configuration not stated)	-2%	14%	54%[activator]	3%	-6%	50µM*	2%	-8%	1%
O=C(CCS(=O)(=O)Cc1ccc(Cl)cc1)NCCCN1CCN(c2ccccc2F)CC1	3%	25%	19%	21%	0%	-13%	2%	1%	0%
CC(Sc1ncnc2sc(-c3ccccc3)cc12)C(=O)N1CCNC1=O (configuration not stated)	-1%	-4%	11%	29%	.	-7%	?	-3%	-8%
CCC1SC(N)=NC1=O (configuration not stated)	-9%	9%	23%	28%	1%	2%	15%[59 µM]	-2%	-2%
COc1ccc(CCNC(=O)c2nnc(CS(=O)(=O)c3ccccc3)o2)cc1OC	48%[activator]	10%	-17%	26%	-1%	-14%	15%	17%	2%
O=C(N=C1SC2CS(=O)(=O)CC2N1Cc1ccc(Cl)cc1)C1CC1 (configuration not stated)	-16%	-2%	-1%	43%[activator]	-1%	-5%	-7%	2%	-2%
CCOC(=O)c1ccc(NC=C2C(=O)OC3(CCCCC3)OC2=O)cc1	-5%	11%	10%	31%	-3%	-3%	33%[12.7 µM]	9%	i
COc1cc(/C=N/NC(=O)c2cn(-c3cccc(C)n3)cn2)ccc1O	-12%	0%	-2%	22%	2%	-11%	-3%	0%	1%
COc1cc(/C=N/S(=O)(=O)c2ccccc2)cc(OC)c1O	-16%	-18%	8%	12%[57 µM]	0%	-21%	?	52%[activator]	-6%
O=C(O)/C=C/c1cn(-c2ccccc2)nc1-c1cc2ccccc2oc1=O	-5%	1%	-20%	31%[activator]	-5%	-3%	.	-1%	-4%
CCc1ccc(Cn2nnc(C(=O)NCc3ccccc3OC)c2N)cc1	13%	-2%	?	.	-2%	-26%	-33%	2%	-3%
O=C1CC(c2ccccc2)CC(=O)C1Sc1ccc(Cl)cc1 (configuration not stated)	-8%	-7%	6%	35%	-1%	-3%	8%[59 µM]	5%	-4%

High-throughput results from PubChem BioAssay.
